Screening data: PubChem, National Center for Advancing Translational Sciences (NCATS)
IL2 activator – activators of IL-2. IL-2 activation reporter assay, cell-based qHTS; stimulated with anti-CD3/CD4/CD28 beads; in transgenic mouse T cells. activation, % (series mostly up to about 46 µM). 360,000 compounds, 0.065% hits; in the data active = activation above about 50%; inconclusive = mostly about 30% to 49%; also: 0% is about no effect
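EGFP and DsRed fluorescence is measured by plate cytometry in unstimulated transgenic mouse T cells exposed to compound for 60 minutes, then stimulated 18 hours at 37 degrees C with anti-CD3/anti-CD4 beads plus anti-CD28.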
aSyn rescue – alpha-synuclein toxicity inhibition in yeast; Potency, µM (titrated, usually from 46.1 µM), inactives show at the top dose growth rescue (activation), hits mostly activators; AID 652106; Yeast expressing alpha-synuclein, growth rescue, BacTiter-Glo, 24 h; 370,000 compounds, 0.14% hits; also: potency is read from the fitted curve at half-maximal effect; % of control where 0% means no effect; nearly all actives have a fitted effect of over 65% in size
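Screening used galactose-induced yeast with toxic alpha-synuclein levels, exposed to compound for 24 hr at 30 deg C. Cell growth, read with BacTiter-Glo luminescence, gave the measured signal.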
FUS yeast rescue – suppressors of FUS proteinopathy in yeast; S. cerevisiae FUS-expressing, growth rescue, OD600, 24 h; Potency, µM (titrated, usually from 76.6 µM), for inactives: at the top dose growth rescue (activation), actives largely listed as activators; 390,000 compounds, 0.24% hits; AID 1347120;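 also: potency is read from the fitted curve at half-maximal effect; plate controls were DMSO vehicle for no effect and reference control for full effect; nearly all actives have a fitted effect of over 55% in size; some results filed as inactive show a strong effect at the top dose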
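FUS-expressing yeast, raffinose-pregrown, induced in 2% galactose minimal medium at OD 0.005; compounds in a dilution series, 24hr at 30C. Growth restoration read as absorbance at 600 nm. CP55940 positive control, DMSO negative.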
Abeta yeast res – A-beta toxicity reversal in yeast; yeast expressing A-beta42, growth rescue, OD600, 48 h; response scale: 0% DMSO, 100% iron-clioquinol control; 410,000 compounds, 0.063% hits; Potency, µM (doses to about 46.1 µM), inactives show top-dose growth rescue, usual class: activators; also: potency is read from the fitted curve at half-maximal effect; nearly all actives have a fitted effect of over 55% in size
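Yeast growth medium received pinned compounds, then yeast cells expressing toxic A-beta were added; plates incubated at 30 C for 48 hr. Growth read as absorbance at 600 nm, normalized to DMSO and equimolar FeCl3 plus clioquinol controls.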
EPAC1 ag – agonists of human EPAC1; 360,000 compounds, 0.073% hits; AID 720707; EPAC1 agonist qHTS, biochemical assay; response scale: 100% = response to 6.5 mM cAMP; Potency, µM (series often up to 154 µM), without a hit: at the highest dose activation, hits mostly activators; O95398; also: potency is read from the fitted curve at half-maximal effect; nearly all actives have a fitted effect of over 60% in size
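Nucleotide exchange assay: 100 nM EPAC1 with 250 nM Rap1B loaded with BODIPY-GDP and 50 uM GDP, room temperature. Fluorescence (480/540 nm) read every 5 min for 30 min; signal change normalized to 6.5 mM cAMP as full agonist.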
PLK1 PBD inh – blocks phosphopeptide binding to human PLK1 polo-box domain; P53350; Plk1 PBD binding of FITC phosphopeptide, fluorescence polarization; Potency, µM, for the others: max response, negative = inhibition, actives largely listed as inhibitors; 360,000 compounds, 2.8% hits; AID 720504; also: potency is read from the fitted curve at half-maximal effect; series mostly up to about 57 µM; % is scaled to controls: 0 for no effect and ±100 for the full control effect; nearly all actives have a fitted effect of over 65% in size
EPAC1 antagonist – blocks human EPAC1 exchange factor; 360,000 compounds, 0.14% hits; O95398; Potency, µM (highest dose often 115 µM), for the others: top-dose activity change, negative = inhibition, actives largely listed as inhibitors; EPAC1 GEF assay, Rap1b-BODIPY-GDP exchange fluorescence;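 also: potency is read from the fitted curve at half-maximal effect; plate controls were vehicle for no effect and positive control for full effect; nearly all actives have a fitted effect of over 50% in size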
WRN helicase inh – WRN helicase (human) inhibition | WRN helicase unwinding, fluorescent forked duplex, kinetic | Potency, µM (titrated, usually from 114 µM), without a hit: top-dose activity change, negative = inhibition, hits mostly inhibitors | 360,000 compounds, 0.46% hits | AID 651768; also: potency is read from the fitted curve at half-maximal effect; % is scaled to controls: 0 for no effect and ±100 for the full control effect; nearly all actives have a fitted effect of over 55% in size
Target sequence (Q14191 whole entry, looked up): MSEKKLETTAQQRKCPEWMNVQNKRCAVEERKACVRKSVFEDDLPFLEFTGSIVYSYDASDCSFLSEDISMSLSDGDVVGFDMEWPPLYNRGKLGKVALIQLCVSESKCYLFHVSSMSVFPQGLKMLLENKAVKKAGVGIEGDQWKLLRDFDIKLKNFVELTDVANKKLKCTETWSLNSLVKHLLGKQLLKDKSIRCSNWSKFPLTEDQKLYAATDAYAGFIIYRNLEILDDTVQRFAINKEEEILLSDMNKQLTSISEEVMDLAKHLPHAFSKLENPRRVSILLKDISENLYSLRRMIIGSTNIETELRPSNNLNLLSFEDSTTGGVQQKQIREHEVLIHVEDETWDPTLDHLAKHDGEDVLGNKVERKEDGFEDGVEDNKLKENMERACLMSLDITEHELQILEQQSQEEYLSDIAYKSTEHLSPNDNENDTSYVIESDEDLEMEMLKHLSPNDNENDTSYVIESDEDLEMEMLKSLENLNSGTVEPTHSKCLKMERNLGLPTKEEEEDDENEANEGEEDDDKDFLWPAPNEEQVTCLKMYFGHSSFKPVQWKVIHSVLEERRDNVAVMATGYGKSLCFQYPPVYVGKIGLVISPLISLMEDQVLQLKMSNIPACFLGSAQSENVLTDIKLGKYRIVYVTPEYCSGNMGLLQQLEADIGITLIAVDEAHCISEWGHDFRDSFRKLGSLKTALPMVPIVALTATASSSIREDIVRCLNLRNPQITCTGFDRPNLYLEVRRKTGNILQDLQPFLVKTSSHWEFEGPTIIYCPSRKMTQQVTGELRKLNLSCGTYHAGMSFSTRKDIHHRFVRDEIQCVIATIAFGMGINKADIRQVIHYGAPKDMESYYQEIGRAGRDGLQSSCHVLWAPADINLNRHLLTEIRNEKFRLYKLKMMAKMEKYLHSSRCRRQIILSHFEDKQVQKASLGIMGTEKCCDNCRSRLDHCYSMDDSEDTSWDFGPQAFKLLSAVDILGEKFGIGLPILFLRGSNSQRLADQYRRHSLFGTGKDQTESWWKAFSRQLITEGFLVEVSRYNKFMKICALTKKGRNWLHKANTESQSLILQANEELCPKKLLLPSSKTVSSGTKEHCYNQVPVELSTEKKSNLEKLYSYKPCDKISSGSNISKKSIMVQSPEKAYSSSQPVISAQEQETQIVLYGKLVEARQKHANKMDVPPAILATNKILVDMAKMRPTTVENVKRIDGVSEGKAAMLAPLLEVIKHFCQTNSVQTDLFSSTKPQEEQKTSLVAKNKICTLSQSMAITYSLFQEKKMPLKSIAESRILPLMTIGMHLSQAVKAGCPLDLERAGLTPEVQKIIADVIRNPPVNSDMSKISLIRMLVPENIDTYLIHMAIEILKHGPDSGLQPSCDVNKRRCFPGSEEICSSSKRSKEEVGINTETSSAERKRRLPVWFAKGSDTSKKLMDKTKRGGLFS
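Primary qHTS, 1536-well format. 20 nM WRN + compound, 15 min RT; start with 100 nM forked fluorophore/quencher duplex, 2 mM ATP (final); kinetic read ex 525/em 598 nm.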
PI5P4K alpha inh – inhibitors of human PI5P4K alpha; PI5P4Kalpha enzyme, ADP-Glo luminescence, 60 min; hits give low values; 330,000 compounds, 1.2% hits; max response, %; P48426; active = max response of -50% or lower; inconclusive = between -30% and -50%; inactive = -30% or higher; also: value at the top dose of about 77 µM; % is scaled to controls: 0 for no effect and ±100 for the full control effect
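Quantitative HTS of the MLSMR library against PI5P4Kalpha with substrate. ATP added last at 5 microM final; room temperature, 60 minutes. Remaining ATP depleted, ADP converted and read as luminescence.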
The depositor's hits bear a star; ? = inconclusive; . = not tested or not shown; [ ] = another dose, or the depositor's remark. Unless noted, calls follow the shape of the dose curve; as a rule, active = well fitted curve in the direction sought with a large enough effect; inconclusive = small, poorly fitted or top-dose-only effect, or another doubt; inactive = no such curve, though single readings can be large; an effect the other way counts as inactive or inconclusive.

1. Brc1ccc(/C=N/Nc2ccc3ccccc3n2)cc1
2. CCN(CC)CCOC(=O)c1ccc(Cl)cc1Cl
3. O=C(CCc1nnc(C2CCCCC2)o1)NCCCOc1cccnc1
4. C[C@]12CC[C@H](O)C[C@@H]1CC[C@@H]1[C@@H]2CC[C@@]2(C)[C@H]1CCC(=O)[C@]21CCCO1
5. Cc1nnc(N2CCOCC2)c2ccccc12
6. CN1CCN(C(=O)c2cc3c(c(-c4cccc(-c5cccnc5)c4)n2)[C@@H](CCO)N(C(=O)CC2CC2)C3)CC1
7. NNC(=O)COc1ccc2oc3c(c2c1)CCCC3
8. O=C(NC(=S)Nc1ccccc1C(F)(F)F)c1ccccc1F

Compound	1	2	3	4	5	6	7	8
IL2 activator	9.5	0.2	-5.0	0.9	-3.5	0.3	-0.1	1.6
aSyn rescue	-30%	-7%	-3%	-4%	1%	-1%	-11%	-4%
FUS yeast rescue	33%	-16%	7%	-21%	23%	-4%	25%	11%
Abeta yeast res	?	3%	-1%	0%	-14%	-4%	-24%	-22%
EPAC1 ag	12%	1%	2%	-27%	-7%	-5%	-1%	6%
PLK1 PBD inh	-7%	2%	-14%	-6%	-7%	-14%	-5%	-12%
EPAC1 antagonist	-17%	1%	-12%	11%	13%	-18%	-12%	-6%
WRN helicase inh	-9%	-4%	6%	8%	6%	8%	3%	-4%
PI5P4K alpha inh	.	-8	-1	-9	3	-12	15	-7

Looked up by compound from the entries so far (three):
4. C[C@]12CC[C@H](O)C[C@@H]1CC[C@@H]1[C@@H]2CC[C@@]2(C)[C@H]1CCC(=O)[C@]21CCCO1
5. Cc1nnc(N2CCOCC2)c2ccccc12
8. O=C(NC(=S)Nc1ccccc1C(F)(F)F)c1ccccc1F

Compound	4	5	8
IL2 activator	0.9	-3.5	1.6
aSyn rescue	-4%	1%	-4%
FUS yeast rescue	-21%	23%	11%
Abeta yeast res	0%	-14%	-22%
EPAC1 ag	-27%	-7%	6%
PLK1 PBD inh	-6%	-7%	-12%
EPAC1 antagonist	11%	13%	-6%
WRN helicase inh	8%	6%	-4%
PI5P4K alpha inh	-9	3	-7

Back to the main list, repeating the two entries before the break.
7. NNC(=O)COc1ccc2oc3c(c2c1)CCCC3
8. O=C(NC(=S)Nc1ccccc1C(F)(F)F)c1ccccc1F
9. COc1ccc([C@H]2CC(=O)C[C@@H](CCn3cc(-c4ccncc4)nn3)O2)cc1
10. O=C1C(=O)N(CC(=O)N2CCCC2)c2ccccc21
11. COCCN1C(=O)c2ccccc2C(C(=O)N2CCN(c3ccccc3)CC2)C1c1ccc(F)cc1 (stereo unspecified)
12. CCCCCC1CCC(c2ccc(/C(N)=N/O)cc2)CC1 (stereo unspecified)
13. O=C(COC(=O)c1ccc(Cl)nc1)Nc1c(Cl)cccc1C(F)(F)F
14. COc1cccc(/C(C)=N/NC(=O)c2ccc(N(C)C)cc2)c1
15. CN(C)CCNC(=O)/C(=C/c1ccc(-c2ccc(Cl)cc2)o1)NC(=O)c1ccccc1
16. O=C(CSc1nc2cc(Cl)ccc2s1)NC1CCCc2ccccc21 (stereo unspecified)

Compound	7	8	9	10	11	12	13	14	15	16
IL2 activator	-0.1	1.6	-1.0	-3.8	-1.3	-0.7	0.0	-2.3	-0.4	-1.1
aSyn rescue	-11%	-4%	-9%	1%	2%	-14%	9%	-11%	2%	7%
FUS yeast rescue	25%	11%	-10%	-27%	38%	22%	29%	.	.	.
Abeta yeast res	-24%	-22%	-13%	-5%	-2%	-24%	-35%[inhibitor]	-1%	-7%	0%
EPAC1 ag	-1%	6%	5%	-8%	-10%	7%	0%	8%	3%	-3%
PLK1 PBD inh	-5%	-12%	-11%	-7%	1%	-4%	-9%	-4%	-3%	-11%
EPAC1 antagonist	-12%	-6%	-5%	12%	-1%	-7%	-4%	-11%	-8%	-10%
WRN helicase inh	3%	-4%	4%	6%	3%	-5%	5%	-8%	0%	7%
PI5P4K alpha inh	15	-7	0	-4	0	34	2	-4	15	1

17. COc1cccc(NC(=O)c2ccccc2-c2ccccc2C(=O)O)c1
18. CS(=O)(=O)N(CC(=O)O)Cc1cccc(CN(CC(=O)O)S(C)(=O)=O)c1
19. CNc1ccc(/C=C/C(=O)c2ccc3c(c2)OCCO3)cc1[N+](=O)[O-]
20. COC(=O)C1CCN(C(=O)COC(=O)c2cc(-c3ccccc3)nc3ccc(OC)cc23)CC1
21. CC(=O)N(c1ccc2oc(=O)sc2c1)S(=O)(=O)c1ccc(C)cc1
22. COc1ccccc1N(CC(=O)NCCSc1ccccn1)S(=O)(=O)c1ccccc1
23. O=C(N/N=C/c1ccncc1)c1ccc(COc2cccc3cccnc23)cc1
24. O=C(CCN1CCN(CC(=O)Nc2ccccc2Cl)CC1)Nc1ccccc1F

Compound	17	18	19	20	21	22	23	24
IL2 activator	-3.5	-0.3	-11	-0.8	-0.4	0.3	-1.2	-0.3
aSyn rescue	0%	1%	1%	20%	?	3%	-3%	1%
FUS yeast rescue	-7%	-23%	18%	-12%	36%	7%	?	3%
Abeta yeast res	1%	-29%	-5%	-21%	7%	-9%	-8%	2%
EPAC1 ag	-8%	-11%	0%	1%	5%	11%	2%	5%
PLK1 PBD inh	-1%	-4%	0%	-17%	-20%	-3%	-11%	-16%
EPAC1 antagonist	5%	-9%	-6%	-12%	24%	5%	4%	-11%
WRN helicase inh	10%	2%	-11%	3%[11.6 µM]	-22%	1%	-15%	?
PI5P4K alpha inh	0	-4	7	-25	-26	8	-2	2

25. CS(=O)(=O)NCCCc1ccccc1
26. CNc1cc(-c2c(OC)cccc2OC)ncn1
27. CC1CCN(C(=O)c2ccc(CNc3c(N4CCCC4)c(=O)c3=O)cc2)CC1
28. O=c1c2ccccc2ncn1-c1ccc([N+](=O)[O-])cc1[N+](=O)[O-]
29. CCc1c(C(=O)NC(C)C2CCCO2)csc1C (stereo unspecified)
30. CN1C(=O)/C(=C/c2ccc(-c3ccccc3[N+](=O)[O-])o2)SC1=Nc1ccc(Cl)c(C(=O)O)c1
31. COc1ccc(CCC(=O)NCCNC(=O)CCc2ccc(OC)cc2)cc1
32. CCc1ccc(C2=NNC(=Nc3c(C)n(C)n(-c4ccccc4)c3=O)SC2)cc1

Compound	25	26	27	28	29	30	31	32
IL2 activator	1.5	1.2	-0.4	1.7	-3.9	0.8	1.0	-1.0
aSyn rescue	-4%	-5%	2%	-10%	4%	-8%	-7%	2%
FUS yeast rescue	2%	-14%	22%	13%	-22%	.	-16%	24%
Abeta yeast res	12%	5%	-10%	0%	3%	-12%	-2%	-5%
EPAC1 ag	1%	-4%	8%	8%	7%	2%	11%	4%
PLK1 PBD inh	1%	-7%	-12%	-15%	3%	27µM*	-13%	-14%
EPAC1 antagonist	3%	-12%	-13%	-6%	-1%	?	-12%	11%
WRN helicase inh	3%	-3%	4%	13%	-3%	56µM*	14%	-11%
PI5P4K alpha inh	8	4	0	-3	-3	-60*	2	8

33. C=CC[C@H](CC(=O)N(CCO)Cc1ccccc1)C(=O)N[C@@H](COC(=O)[C@@H](CC=C)Cc1ccc(F)cc1)Cc1ccccc1
34. CCN(CC)S(=O)(=O)c1ccc(NC(=O)C2CCCN(C(=O)c3ccc(Cl)cc3)C2)cc1 (stereo unspecified)
35. O=C(CSc1nnc(-c2ccco2)n1CC1CCCO1)NC1CCCC1 (stereo unspecified)
36. CCCCCNC(=O)c1ccc2c(c1)ncn2-c1ccc(OC)cc1
37. CCCCN1C(=O)C(CC(=O)NCc2ccco2)CC(C(=O)N(C(C)C)C(C)C)=C1C (stereo unspecified)
38. O=C(CCCN1C(=O)c2ccccc2C1=O)Nc1nc2ccccc2[nH]1
39. COCCn1c(SCC(=O)N2CCCC(C)C2)nnc1-c1ccco1 (stereo unspecified)
40. O=C(CSc1n[nH]c(-c2ccccc2O)n1)N1CCOCC1

Compound	33	34	35	36	37	38	39	40
IL2 activator	-1.2	-0.2	-0.4	1.7	1.0	-0.7	0.6	0.2
aSyn rescue	3%	8%	-2%	-9%	1%	8%	2%	-3%
FUS yeast rescue	?	6%	.	29%	0%	17%	6%	24%
Abeta yeast res	13%	30%	28%	-11%	5%	3%	8%	-21%
EPAC1 ag	-26%	-2%	4%	0%	4%	-2%	1%	-2%
PLK1 PBD inh	4%	-1%	2%	-7%	4%	2%	-3%	-8%
EPAC1 antagonist	-20%	5%	-14%	-9%	-3%	0%	8%	6%
WRN helicase inh	-15%	-23%[57.1 µM]	-4%	3%	-3%	-7%	4%	-32%
PI5P4K alpha inh	5	2	-27	4	-2	1	0	0

41. COc1cc(OC)c(NS(=O)(=O)c2cccc(C(=O)OCC(=O)NCC3CCCO3)c2)cc1Cl (stereo unspecified)
42. C=CCn1c(C)cc(C(=O)CN2C(=O)c3ccccc3C2=O)c1C
43. Cc1ccc2nc3c(c(N)c2c1)CCN3c1ccccc1
44. CCOC(=O)N1CCN(C(=O)c2cccc(F)c2)CC1

Compound	41	42	43	44
IL2 activator	-2.8	-2.3	-2.9	-0.7
aSyn rescue	2%	9%	2%	0%
FUS yeast rescue	29%	-14%	75%	9%
Abeta yeast res	12%	-7%	-3%	-7%
EPAC1 ag	-3%	20%	2%	6%
PLK1 PBD inh	-1%	-8%	-21%	?
EPAC1 antagonist	-29%	3%	-14%	-16%
WRN helicase inh	-2%[57.1 µM]	-2%	1%	8%
PI5P4K alpha inh	8	.	0	-3
